# TSHR antag: human thyrotropin receptor antagonism; hit rate 0.2% among 330,000; P16473; TSHR-expressing cells, TSH-stimulated cAMP HTRF, 2 h; active compounds read low; activity change, negative = inhibition, % at 11.5 µM;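 active = activity change below a set negative limit, meaning inhibition stronger than a set level, cut at about -70% in these data; inconclusive = activity change between two set negative limits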; also: % is scaled to controls: 0 for no effect and ±100 for the full control effect
#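 Cell-based HTRF cAMP assay; TSHR cells + compound, TSH EC80 (4nM final), 2 h, 37 deg C. Lysis with anti-cAMP cryptate and cAMP-d2, 30 min RT, read 665/620 nm.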
# Mito fusion yeast: inhibitors of mitochondrial division or activators of mitochondrial fusion | S. cerevisiae fusion-defective mutant growth rescue, CellTiterGlo 48 h | Potency, µM (doses to about 46.1 µM), without a hit: at the highest dose growth rescue (activation), actives largely listed as activators | hit rate 0.23% among 320,000 | AID 485298;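 also: potency is read from the fitted curve at half-maximal effect; % of control where 0% means no effect; nearly all actives have a fitted effect of over 45% in size; temperature-sensitive fusion mutants such as fzo1-1 at 37 °C on non-fermentable ethanol glycerol medium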
#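 Yeast fusion mutant, YPEG (non-fermentable carbon), compound, 48 h at 37C non-permissive; CellTiterGlo added, 10 min RT, luminescence read. Rescued growth = division inhibition.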
# ASM inhibitor: blocks human secretory acid sphingomyelinase; hit rate 0.006% among 340,000; Potency, µM (series often up to 57.5 µM), inactives show at the highest dose activity change, negative = inhibition, most hits filed as inhibitors; placental ASM, HMU-PC fluorogenic substrate, 60 min; P17405; also: potency is read from the fitted curve at half-maximal effect
#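 Human placenta-derived ASM preincubated with compound 10 min at room temperature, then reacted with 9 uM (final) fluorogenic HMU-PC substrate for 60 min at 37 C. Stop solution raises pH to 10; fluorescence read at Ex 386/Em 447 nm.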
# MBNL1 CUG block: inhibitors of human MBNL1 binding to CUG repeat RNA; TR-FRET MBNL1-His/biotin-(CUG)12 binding, 665/545 ratio; Potency, µM (top dose mostly 57.5 µM), inactives show at the highest dose activity change, negative = inhibition, actives largely listed as inhibitors; hit rate 0.036% among 280,000; active = well fitted inhibition curve with a large enough effect in the signal ratio, with a control signal flat, not every such curve was filed as active; inconclusive = small, poorly fitted or top-dose-only effect, or effect the other way, or a change in a side signal; inactive = no such curve, though single readings can be large or run the other way; the % refers to the signal ratio; also: potency is read from the fitted curve at half-maximal effect; % is scaled to controls: 0 for no effect and ±100 for the full control effect
# Target sequence (Q9NR56 whole entry, looked up): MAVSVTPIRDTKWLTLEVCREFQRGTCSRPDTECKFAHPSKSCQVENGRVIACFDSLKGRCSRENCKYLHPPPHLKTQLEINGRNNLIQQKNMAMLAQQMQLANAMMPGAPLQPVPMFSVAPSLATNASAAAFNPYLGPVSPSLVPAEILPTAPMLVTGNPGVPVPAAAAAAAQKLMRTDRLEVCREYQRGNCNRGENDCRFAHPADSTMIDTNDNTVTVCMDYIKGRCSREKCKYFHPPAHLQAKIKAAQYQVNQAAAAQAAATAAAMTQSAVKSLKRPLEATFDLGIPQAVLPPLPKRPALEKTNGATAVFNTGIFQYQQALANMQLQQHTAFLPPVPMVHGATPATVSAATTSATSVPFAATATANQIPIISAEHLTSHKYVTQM
#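 His-tagged MBNL1 binding to biotinylated (CUG)12 RNA was measured by TR-FRET using terbium anti-His antibody (0.055 ng/ul final) and streptavidin-XL665 (5 nM final). Compounds were titrated 92 nM to 58 uM; 60 min at room temperature.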
# Menin-MLL TR inh: inhibitors of human menin-MLL interaction, mutant MLL peptide; O00255; Potency, µM (highest dose often 61.6 µM), inactives show top-dose FP activity change, negative = inhibition, hits mostly inhibitors; Menin + Texas Red MLL mutant peptide, fluorescence polarization; AID 1768; hit rate 0.23% among 270,000; active = well fitted inhibition curve with a large enough effect in the polarisation, with a control signal flat, not every such curve was filed as active; inconclusive = small, poorly fitted or top-dose-only effect, or effect the other way, or a change in a side signal; inactive = no such curve, though single readings can be large or run the other way; the % refers to the polarisation; also: potency is read from the fitted curve at half-maximal effect; % of control where 0% means no effect; many of its hits are not listed in these tables
# TCR activator: T cell receptor activation | AID 504894 | 330,000 tested, under 10 active | primary human leukocytes, anti-CD3, IL-2 HTRF, 48 h | Potency, µM (titrated, usually from 9.22 µM), for the others: at the highest dose activation of IL-2 secretion, usual class: activators; also: % of control where 0% means no effect
#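 Compounds are tested in HTS on primary human leukocytes co-incubated with a-CD3 beads for 48 hr. IL-2 output is measured by time-resolved FRET.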
# TSG101-PTAP inh: blocks PTAP/TSG101 interaction to inhibit HIV-1 budding | 340,000 tested, under 10 active | Fluorescence polarization, FITC-PTAP peptide / Tsg101 binding | Potency, µM (doses to about 115 µM), without a hit: at the top dose activity change, negative = inhibition, hits mostly inhibitors | AID 493005; active = well fitted inhibition curve with a large enough effect in the main read-out, with a control signal flat, not every such curve was filed as active; inconclusive = small, poorly fitted or top-dose-only effect, or effect the other way, or a change in a side signal; inactive = no such curve, though single readings can be large or run the other way; also: potency is read from the fitted curve at half-maximal effect; % of control where 0% means no effect
# Target sequence (Q99816 whole entry, looked up): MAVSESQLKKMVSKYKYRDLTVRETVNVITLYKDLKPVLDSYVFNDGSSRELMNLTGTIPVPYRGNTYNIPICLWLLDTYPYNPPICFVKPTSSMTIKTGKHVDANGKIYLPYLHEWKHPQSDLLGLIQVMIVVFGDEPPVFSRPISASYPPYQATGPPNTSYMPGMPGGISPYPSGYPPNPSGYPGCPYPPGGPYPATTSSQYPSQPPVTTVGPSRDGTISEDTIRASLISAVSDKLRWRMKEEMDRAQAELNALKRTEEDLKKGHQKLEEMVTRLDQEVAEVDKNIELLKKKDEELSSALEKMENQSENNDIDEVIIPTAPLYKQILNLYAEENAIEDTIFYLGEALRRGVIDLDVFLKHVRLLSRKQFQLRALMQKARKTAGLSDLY
#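 FP read-out: FITC-PTAP peptide, 50 nM final, binding Tsg101 binding domain, 10 uM final; 20 min, r.t.; 10 mM HEPES pH 7.5, 0.15 M NaCl, 0.01% Tween 20, 3 mM EDTA, 0.1 mM TCEP.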
# MLL CXXC-DNA inh: MLL CXXC-DNA interaction inhibition; MLL-CXXC / FITC-HOXA9 DNA fluorescence polarization; Potency, µM (titrated, usually from 115 µM), for inactives: at the top dose activity change, negative = inhibition, usual class: inhibitors; hit rate 0.037% among 290,000; active = well fitted inhibition curve with a large enough effect in the polarisation, with a control signal flat, not every such curve was filed as active; inconclusive = small, poorly fitted or top-dose-only effect, or effect the other way, or a change in a side signal; inactive = no such curve, though single readings can be large or run the other way; the % refers to the polarisation; also: potency is read from the fitted curve at half-maximal effect
#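 Fluorescence polarization: 7 uM MLL-CXXC (stock) preincubated 5 min with compounds, then 50 nM fluorescein-HOX-A9 DNA (stock) added; 30 min ambient. Buffer 50 mM Tris-HCl pH 7.5, 50 mM NaCl, 1 mM DTT, 0.05% BSA.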
# Integrin act MD: activators of alpha7 integrin expression for muscular dystrophy; hit rate 0.064% among 350,000; Potency, µM (doses to about 38.3 µM), without a hit: at the highest dose activation, most hits filed as activators; alpha7betagal myoblasts, beta-gal FDG fluorescence, 48 h;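 also: potency is read from the fitted curve at half-maximal effect; 100% = response of the positive control SU9516; nearly all actives have a fitted effect of over 60% in size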
#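 Alpha7betagal+/- myoblasts (passage 13) were plated 16-24 hr, then exposed to compounds (1:260 dilution of DMSO stock) for 48 hours at 37C. After MPER lysis, β-galactosidase reporter activity was read as FDG fluorescence (ex 480/em 540) after 30 minutes.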
# A-T KAP1 phos: candidate therapy for ataxia-telangiectasia | hit rate 0.19% among 320,000 | AID 485349 | Potency, µM (top dose mostly 57.5 µM), inactives show top-dose activation, hits mostly activators | […] A-T fibroblasts, KAP-1 phosphorylation AlphaLISA; neocarzinostatin DNA damage 30 min before lysis; also: potency is read from the fitted curve at half-maximal effect; % of control where 0% means no effect; nearly all actives have a fitted effect of over 45% in size
#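 hTERT-immortalized A-T patient fibroblasts ([…]), 500 cells/well in OPTI-MEM, 1% FBS, got compounds for 60 min, then NCS for 30 min at 37C. Lysates were then assayed for phospho-KAP-1 by AlphaLISA (anti-pKAP1 donor, anti-KAP1 acceptor beads), 6 hr at 25C.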
# * hit, by the source's call; ? = inconclusive; . = not tested or not shown; [ ] = another dose, or the depositor's remark. Unless noted, calls follow the shape of the dose curve; as a rule, active = well fitted curve in the direction sought with a large enough effect; inconclusive = small, poorly fitted or top-dose-only effect, or another doubt; inactive = no such curve, though single readings can be large; an effect the other way counts as inactive or inconclusive.
SMILES,TSHR antag,Mito fusion yeast,ASM inhibitor,MBNL1 CUG block,Menin-MLL TR inh,TCR activator,TSG101-PTAP inh,MLL CXXC-DNA inh,Integrin act MD,A-T KAP1 phos
COCC(C)N=C1NN=C(c2cc(C)n(Cc3ccccc3Cl)c2C)CS1 (stereo not drawn),-35,8%,0%,0%,-16%,9%,1%,-8%,-28%,1%
COc1ccc(C2NC3=C(CCC3)C3(C#N)C4(N=C(N)C23C#N)OCCO4)cc1 (stereo not drawn),-7,-2%,24%,?,-12%,-1%,-1%,0%,0%,9%
O=C(c1ccco1)N1CCN(c2ncnc3c(-c4ccccc4)nsc23)CC1,-4,5%,-15%,18%,-6%,1%,0%,2%,-3%,-3%
Cc1ccc(S(=O)(=O)N(CC(=O)N2CCC(C)CC2)c2cccc(C)c2)cc1,6,8%,-2%,3%,-2%,3%,-5%,-10%,12%,-1%
C=CCCC(=O)N1CCC(n2nccc2NC(=O)c2ccccc2C)CC1,4,1%,-1%,-6%,.,-4%,-2%,13%,0%,-13%
CCOc1ccc(NC(=O)c2cc3cc4ccc(C)cc4nc3o2)cc1,-6,-3%,.,24%,3%,.,.,-3%,.,1%
O=C(NCc1ccccn1)c1ccco1,2,10%,5%,-12%,5%,2%,-4%,-6%,0%,2%
COc1cccc(CN2CCNC(=O)C2CC(=O)NCCOc2cccnc2)c1 (stereo not drawn),7,-7%,9%,-2%,-18%,10%,-3%,-16%,8%,-1%
O=[N+]([O-])c1ccc(C2=NN(c3ccccc3)C(c3ccco3)C2)cc1 (stereo not drawn),-8,8%,-11%,18%,.,-4%,17%,27%,-35%,?
CCN(CC)S(=O)(=O)c1cccc(NC(=O)C2SC(=Nc3ccc(C)cc3C)C(C(=O)NC(C)COC)=C2N)c1 (stereo not drawn),-8,9%,-11%,?,15%,-1%,-12%,26%,-3%,-5%
COc1ccc(/C=C(\NC(=O)c2ccccc2Cl)C(=O)NCCCC(=O)O)cc1,10,1%,1%,2%,2%,2%,-5%,-1%,-19%,0%
COc1cccc(CNCCSc2nnnn2C)c1,29,-6%,3%,-12%,-4%,.,-8%,2%,-9%[7.66 µM],29%
CN(C(=O)COC(=O)COc1ccc2ccccc2c1)c1c(N)n(Cc2ccccc2)c(=O)[nH]c1=O,13,-7%,-5%,.,.,3%,-13%,.,37%,1%
O=C(Nc1cc(N2CCOCC2)ncn1)NC1(C(F)(F)F)Oc2ccc(Cl)cc2O1 (stereo not drawn),5,5%,.,-19%,12%,.,.,-2%,.,-2%
CC(C)C[C@@H](CNCC(=O)[C@H](Cc1c[nH]c2ccccc12)NC(=O)c1[nH]cnc1C(=O)N[C@@H](C)CN)NC(=O)c1nc[nH]c1C(=O)N[C@@H](Cc1ccccc1)C(=O)O,.,.,7%,.,.,-2%,-4%,.,-19%,.
Cc1ccc2c(c1)OC(=O)CC2c1ccccc1 (stereo not drawn),-1,-2%,0%,2%,1%,4%,-2%,10%,-3%,9%
CO/N=C/NC(=O)c1c(OC)ccnc1Oc1ccc(F)cc1,-2,-1%,-1%,1%,-3%,-3%,-2%,-10%,14%,0%
Cc1c(Br)c([N+](=O)[O-])nn1CC(=O)Nc1nccs1,6,1%,-1%,?,13%,-3%,-6%,-1%,5%,0%
CC(C)(C)c1cc(C(=O)NNC(=O)Nc2cccc(Cl)c2)n(Cc2ccccc2)n1,-11,-7%,-15%,.,.,10%,-3%,6%,-27%,-4%
Cc1ccc2c(COC(=O)c3ccccc3F)cc(=O)oc2c1,-8,2%,11%,6%,16%,2%,1%,-1%,28%,-2%
COc1ccc(C)cc1NC(=O)c1ccc([N+](=O)[O-])cc1[N+](=O)[O-],18,0%,-7%,?,18%,-4%,-5%,14%,-18%,4%
Cn1c(Oc2ccc(Cl)c3cccnc23)nc2c1c(=O)n(Cc1ccccc1Cl)c(=O)n2C,-7,5%,.,11%,-8%,.,.,2%,.,3%
CCOc1ccc(N2CC(C(=O)N3CCCc4ccccc43)CC2=O)cc1 (stereo not drawn),17,?,-1%,-5%,-14%,-11%,0%,9%,16%,6%
COc1ccc(CN(C(=O)c2oc3cc(C)ccc3c2C)C2CCS(=O)(=O)C2)cc1OC (stereo not drawn),-7,5%,-7%,4%,-13%,4%,-7%,.,-26%,-1%
COc1ccc(NC(=S)N2CCCC2)c(OC)c1,-6,1%,5%,-4%,-4%,0%,1%,22%,-14%,1%

# (more compounds)
SMILES,TSHR antag,Mito fusion yeast,ASM inhibitor,MBNL1 CUG block,Menin-MLL TR inh,TCR activator,TSG101-PTAP inh,MLL CXXC-DNA inh,Integrin act MD,A-T KAP1 phos
CC(NC(=O)CCC(=O)c1cccs1)c1ccccc1 (stereo not drawn),10,-2%,3%,.,.,-3%,2%,.,-10%,-1%
Cc1ccc(OCC(=O)Nc2ccc(S(=O)(=O)Nc3ccccn3)cc2)cc1C,-8,2%,-3%,91%[activator],-3%,1%,0%,9%,9%,10%
COc1ccccc1N=C1SCC(=O)N1Cc1ccco1,-2,-2%,8%,2%,.,1%,-1%,-5%,7%,-12%
Nc1cc(S(=O)(=O)N2CCOCC2)ccc1N1CCOCC1,.,.,1%,.,.,-51%,-9%,.,-17%,3%
Cc1nc(C(N)=O)nc2ccccc12,1,-3%,-1%,4%,.,2%,0%,1%,3%,-2%
COc1ccc(-c2[nH]ncc2CN(C)C(C)c2ccon2)cc1F (stereo not drawn),-9,-1%,-4%,-3%,1%,-3%,-2%,-5%,-5%,1%
C=CCSC1=C(C#N)C(c2ccccc2)CC(=O)N1 (stereo not drawn),-4,5%,-4%,2%,0%,-1%,-1%,1%,-15%,3%
Cc1cc(NS(=O)(=O)c2ccc(NC(=O)COc3cc(C)c(Cl)c(C)c3)cc2)no1,26,0%,0%,.,.,.,-4%,.,6%,-7%
CS(=O)(=O)N(CC(=O)NCc1ccncc1)C1CCCCC1,4,6%,-2%,-9%,11%,2%,-4%,1%,-4%,-1%
CCN1CCN(c2ncnc3scc(-c4ccc(C)c(C)c4)c23)CC1,-5,-56%[inhibitor],-1%,4%,?,-8%,-4%,3%,-38%,7%
C[C@@H]1CN([C@@H](C)CO)C(=O)c2cccc(NS(C)(=O)=O)c2O[C@H]1CN(C)Cc1ccc(C(=O)O)cc1,-8,.,6%,.,.,-5%,-2%,.,5%,-2%
COC(=O)[C@]1(C)N[C@H](c2ccc(-c3ccc(F)cc3)cc2)[C@@H]2C(=O)N(C)C(=O)[C@@H]21,-10,-9%,1%,.,.,-7%,-1%,.,6%,3%
CCc1ccc(CNn2cnnc2SCC(=O)NC(C)(C)C)cc1,8,-5%,-6%,1%,2%,0%[46.1 µM],-4%,26%,3%[7.66 µM],-5%
Cc1ccc(CN2CCN(/N=C/c3cccnc3)CC2)c(C)c1,17,-4%,2%,-24%,1%,4%[46.1 µM],-5%,3%,4%,-4%
COc1cc(C(=O)N2CCC(NC(=O)C(Cc3ccc(C)cc3)NC(C)=O)CC2)cc(OC)c1OC (stereo not drawn),2,-4%,-6%,?,-5%,.,-2%,-2%,22%,-10%

# Some of the entries so far, with two lines to a compound.
# Every second line gives: TSHR antag, Mito fusion yeast, ASM inhibitor, MBNL1 CUG block, Menin-MLL TR inh, TCR activator, TSG101-PTAP inh, MLL CXXC-DNA inh, Integrin act MD, A-T KAP1 phos
Cc1ccc(S(=O)(=O)N(CC(=O)N2CCC(C)CC2)c2cccc(C)c2)cc1
    6, 8%, -2%, 3%, -2%, 3%, -5%, -10%, 12%, -1%
C=CCCC(=O)N1CCC(n2nccc2NC(=O)c2ccccc2C)CC1
    4, 1%, -1%, -6%, ., -4%, -2%, 13%, 0%, -13%
CCOc1ccc(NC(=O)c2cc3cc4ccc(C)cc4nc3o2)cc1
    -6, -3%, ., 24%, 3%, ., ., -3%, ., 1%
O=C(NCc1ccccn1)c1ccco1
    2, 10%, 5%, -12%, 5%, 2%, -4%, -6%, 0%, 2%
COc1cccc(CN2CCNC(=O)C2CC(=O)NCCOc2cccnc2)c1 (stereo not drawn)
    7, -7%, 9%, -2%, -18%, 10%, -3%, -16%, 8%, -1%
O=[N+]([O-])c1ccc(C2=NN(c3ccccc3)C(c3ccco3)C2)cc1 (stereo not drawn)
    -8, 8%, -11%, 18%, ., -4%, 17%, 27%, -35%, ?

# The list is partial; rates above refer to the full screens.
